# KCNK3 inh = human KCNK3 channel inhibition, primary screen. O14649. CHO-KCNK3 thallium flux, FluxOR fluorescence; hits give low values. B-score at 10 µM. 0.84% of 340,000 active;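 active = B-score under library mean minus 4 SD, starting fluorescence ratio at most library mean plus 5 SD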;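 note: more negative B-score means stronger inhibition of thallium flux through KCNK3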
# Target sequence (O14649 whole entry, looked up): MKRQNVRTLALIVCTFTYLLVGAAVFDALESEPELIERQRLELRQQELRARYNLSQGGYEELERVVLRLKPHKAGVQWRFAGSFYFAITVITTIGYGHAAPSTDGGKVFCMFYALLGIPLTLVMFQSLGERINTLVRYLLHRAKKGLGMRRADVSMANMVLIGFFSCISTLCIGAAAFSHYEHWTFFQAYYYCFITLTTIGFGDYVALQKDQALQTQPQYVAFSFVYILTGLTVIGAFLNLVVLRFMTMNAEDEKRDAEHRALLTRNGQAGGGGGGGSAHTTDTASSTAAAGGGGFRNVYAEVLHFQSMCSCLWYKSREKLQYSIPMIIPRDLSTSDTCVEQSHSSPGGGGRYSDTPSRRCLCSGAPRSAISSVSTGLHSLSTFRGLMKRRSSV
# DYRK1A inh = blocks rat Dyrk1A kinase activity | Q63470 | ADP-Glo luminescence, NFATc1 peptide | inhibition, % at 12.5 µM | 0.43% of 310,000 active; in the data active = inhibition above about 50%;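 note: plate controls were vehicle with enzyme for no effect and no enzyme for full effect; many of its hits are not listed in these tables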
# Active calls of the source: *; i = inactive. This is a subset, so the mix of outcomes need not match the whole.
# Screens in order – KCNK3 inh	DYRK1A inh
CC(C)C[C@@H](CN)NC(=O)c1nc[nH]c1C(=O)N[C@@H](C)C(=O)CNC[C@H](C)NC(=O)c1nc[nH]c1C(=O)N[C@@H](CC(C)C)C(=O)O
  i	-1.8
CCCSC1=N/C(=C\c2ccc([N+](=O)[O-])o2)C(=O)S1
  i	8.9
CCc1nc2ccccc2n(CCOCCn2c(=O)c(CC)nc3ccccc32)c1=O
  i	-9.2
CCCCOc1ccc(N2C(=O)C(C)CNC2=S)cc1 (stereo not given)
  i	-6.4
CN(CC(=O)Nc1ccc(F)cc1)CC(=O)N1CCc2ccccc21
  i	-2.8
COc1ccc(OC)c(C(=O)COC(=O)c2[nH]c(C)c(C(C)=O)c2C)c1
  i	4.2
COc1ccc(C(CNC(=O)c2cccc(S(=O)(=O)N3CCCc4ccccc43)c2)N(C)C)cc1 (stereo not given)
  i	-2.0
Cc1ccc(S(=O)(=O)NCc2ccccc2)cc1C(=O)N(C)CC(=O)Nc1ccccc1Br
  i	7.6
N#Cc1ccccc1NC(=O)COC(=O)c1c[nH]c2ccccc12
  i	1.7
CSCc1c(C(=O)OCC(=O)c2ccc[nH]2)oc2ccccc12
  i	6.8
Cc1ccc(S(=O)(=O)NNC(=O)c2cc(C)c(C)cc2N)cc1
  i	-5.9
O=[N+]([O-])c1cccc(SSc2cccc([N+](=O)[O-])c2)c1
  i	0.7
COc1cc(-c2nccc3cc4c(cc23)OCO4)cc(OC)c1OC
  i	5.2
Cc1nc(NC(=O)COC(=O)c2cccs2)c(Cl)cc1Cl
  i	7.2
O=C(NCCN1C(=O)S/C(=C/c2cccnc2)C1=O)c1ccc(S(=O)(=O)N2CCCC2)cc1
  i	3.6
Cc1ccc(NCC2(N=Cc3ccccc3)OC(CO)C(O)C2O)cc1 (stereo not given)
  i	-2.4
CC(OC(=O)Cc1n[nH]c(=O)c2ccccc12)C(=O)Nc1ccc(S(N)(=O)=O)cc1 (stereo not given)
  i	12.9
CCN1C[C@@H]2[C@@H]3C(=O)N(C)C(=O)[C@@H]3[C@](C)(C1=O)N2C(=O)c1ccc(C(F)(F)F)cc1
  i	2.0
Cn1c(=O)c2[nH]c(CCCCc3nc4ccccc4[nH]3)nc2n(C)c1=O
  i	-5.4
O=C(O)c1nnsc1-c1csnn1
  i	-4.2
COc1ccc(NS(=O)(=O)c2ccc(N3CCOCC3)c(NC(=O)/C=C/C(=O)O)c2)cc1
  i	-14.0
O=C(CCCc1ccccn1)c1cccc2ccccc12
  i	17.3
O=C(COC(=O)c1ccc(F)cc1F)Nc1cc(S(=O)(=O)N2CCOCC2)ccc1Cl
  i	9.8
O=C1NC(=O)C2(C=C(c3ccccc3)C(O)(c3ccccc3)C2)N1 (stereo not given)
  i	0.7
CSCCC(NC(=O)c1ccc(Cl)cc1Cl)C(=O)NCC(c1cccs1)N(C)C (stereo not given)
  i	6.4
Cc1ccc(S(=O)(=O)N(C)CCN(C)S(=O)(=O)c2ccc(C)cc2)cc1
  i	-1.8
COC1C(CO)OC(n2cnc3c(=S)nc(N)[nH]c32)C1O (stereo not given)
  i	0.9
CC(C)C[C@@H](CNCC(=O)[C@H](CC(=O)O)NC(=O)c1[nH]cnc1C(=O)N[C@H](CN)CC(C)C)NC(=O)c1nc[nH]c1C(=O)N[C@@H](Cc1ccccc1)C(=O)O
  i	-6.2
Cc1ccc(C)c(OCCC(=O)N2CCN(S(=O)(=O)c3cc(F)ccc3F)CC2)c1
  i	-4.8
C=CC(=O)Nc1ccc(Nc2ccnc(Nc3ccc(N4CCN(C)CC4)cc3)n2)cc1
  i	24.1
CCOC(=O)CC1=CCc2c1ccc(OC)c2OC
  i	-0.6
Cc1ccnc(NC(=O)c2ccc(OCc3c(C)noc3C)cc2)c1
  i	4.9
O=C(CCNC(=O)c1ccccc1)NC1CCCc2ccccc21 (stereo not given)
  i	9.3
C[C@H](CO)N1C[C@H](C)[C@@H](CN(C)S(C)(=O)=O)Oc2ccc(NS(=O)(=O)c3cn(C)cn3)cc2C1=O
  i	3.6
CN(C)S(=O)(=O)c1cccc(COC(=O)CCNC(=O)c2ccc([N+](=O)[O-])cc2)c1
  i	0.1
CCCCCCCCC#Cc1nc(C)ccc1OC
  i	-1.1
CC(=O)N(/N=C1\Sc2ccccc2C1=O)c1ccccc1
  i	-5.3
Cc1ccc(C(=O)NC2CCCCCCC2)cc1S(=O)(=O)N1CCOCC1
  i	6.6
N#C/C(=C/c1ccc(OC(=O)c2ccc(Br)s2)cc1)c1nc2ccccc2[nH]1
  i	-2.3
CC(Oc1ccccc1Cl)C(=O)Nc1ccc(S(=O)(=O)N2CCN(C)CC2)cc1 (stereo not given)
  i	12.5
CCOc1ncccc1C(=O)OCC(=O)Nc1ccc2c(c1)OCCO2
  i	-3.4
Cc1cccc(C2=NN(c3ccccc3)[C@@H](C(=O)N3CCOC3=O)[C@@H]2c2ccccc2)c1
  i	-3.4
Cc1sc2nc(CSCC(=O)Nc3ccc(Cl)cc3F)[nH]c(=O)c2c1C
  i	-1.9
Cc1cc2cc3c(=O)[nH]c(=O)nc-3n(CC(O)C(O)C(O)CO)c2cc1C (stereo not given)
  i	3.1
O=C(CC(=O)NN=Cc1ccc2c(c1)CCC2)NN=Cc1ccc2c(c1)CCC2
  i	0.6
Cc1cnc(C=NNC(N)=S)c2cccc(N)c12
  i	21.9
CCCn1c(N)c(C(=O)CN(C)CC(=O)Nc2c(C)cc(C)cc2C)c(=O)[nH]c1=O
  i	2.5
Cc1nc(-c2ccc(F)cc2)c(CC(=O)N2CCN(S(=O)(=O)c3cccc([N+](=O)[O-])c3)CC2)s1
  i	10.2
N=c1ccn(O)cc1CCc1ccccc1
  i	-2.0
CN(C(=O)c1cccc(NC(=O)Cc2cccc(NC(=O)C3CCN(C(=O)C4CCCC4)CC3)c2)c1)C1CC1
  i	-1.2
CC(C)CN(C(=O)COC(=O)c1ccccc1SCC(=O)N1CCCC1)C1CCS(=O)(=O)C1 (stereo not given)
  i	4.1
CCC1(c2ccc(Cl)cc2)NC(=O)N(CC(=O)NC2CCCCCC2)C1=O (stereo not given)
  i	-8.3
O=C(O)CCC(=O)OCCN(Cc1ccc(Oc2ccc([N+](=O)[O-])cc2)cc1)C(=O)C(Cl)Cl
  i	2.1
O=C(OCc1nnc(-c2cccs2)o1)c1cccnc1Cl
  i	-1.7
CCC(=O)c1ccc(OCC(=O)NNC(=O)c2cc(C)oc2C)cc1
  i	5.8
C#Cc1cccc(N2C(=O)C3C4C=CC(C3C2=O)C2C(=O)N(c3cccc(C#C)c3)C(=O)C42)c1 (stereo not given)
  i	-2.4
Cc1ccc(NC(=O)c2ccc(Br)o2)c([N+](=O)[O-])c1
  i	0.3
O=C(COC(=O)c1cccc(S(=O)(=O)N2CCCCCC2)c1)NCc1ccc(Cl)cc1
  i	6.9
COc1ccc(-c2cc(-c3ccccc3)nc(N)n2)c(O)c1
  i	1.9
Cc1cc(=O)[nH]c(NN=Cc2c(Cl)cccc2Cl)n1
  i	1.7

# The listing continues:
# Screens in order – KCNK3 inh	DYRK1A inh
CC(=O)Nc1ccc(NC(=O)COC(=O)c2ccc(Cl)nc2)cc1
  i	5.9
CON(C)C(=O)/C=C/CCCCNC(=O)OC(C)(C)C
  i	6.0
CC[C@]1(C(=O)OC)[C@H]2C(=O)N(Cc3ccccc3)C(=O)[C@H]2[C@H]2CN=C(SCc3ccc(Cl)cc3)N21
  i	-1.0
CN(C(=O)C=Cc1ccccc1)c1ccccc1
  i	-1.8
CCOC(=O)c1ccc(S(=O)(=O)N2CCC(C(=O)N3CCN(c4ccccc4OC)CC3)CC2)cc1
  i	1.8
O=C(c1ccc(-c2ccccc2)cc1)N1CCN(c2nc3ccccc3o2)CC1
  i	6.2
CCCN1C(=O)/C(=C/c2c(NCCCOCC)nc3c(C)cccn3c2=O)SC1=S
  i	2.2
COC1=C(OC)C(=O)C(Sc2ccc3ccccc3c2)=CC1=O
  i	5.3
O=C(CNC(=O)COc1ccccc1)NCCN1CCOCC1
  i	1.9
CC(C)=CCC/C(C)=C/COc1c2occc2cc2ccc(=O)oc12
  -9.82*	4.1
CN(Cc1ccccc1)C(=O)c1ccc(NC(=O)Cc2ccc(NC(=O)C3CCCN(C(=O)C4CCCC4)C3)cc2)cc1 (stereo not given)
  i	-2.2
Cc1ccc(OCC(=O)N(C)CC(=O)NCc2ccco2)c(Br)c1
  i	1.8
Cc1ccc(S(=O)(=O)/N=C2\C=C(NS(=O)(=O)c3ccccc3)C(=O)c3ccccc32)c(C)c1
  i	7.2
CC(C)=CCC/C(C)=C/CNC(=O)C[C@H]1C[C@H](C(=O)N2CCOCC2)[C@@]2(CCC3CCCC3)c3[nH]c4cc(CCC(=O)N(C)C)ccc4c3CCN2C1=O
  i	-0.9
CCOc1ccc(/C(O)=C2\C(=O)C(=O)N(CCN(C)C)C2c2cc(OC)ccc2OC)cc1Cl (stereo not given)
  i	-2.3
CN(CCN1CCc2ccccc2C1)Cc1nc(Cc2ccccc2F)no1
  i	-3.0
COC(=O)C1=C(C(=O)OC)C(C(=O)OC)C(C(=O)OC)C(C(=O)OC)(C(=O)OC)C(C(=O)OC)=C1C(=O)OC (stereo not given)
  i	0.5
COc1cc2[nH]c(O)c(C=O)c2cc1OC
  i	3.9
CN(C)C(=O)CCc1ccc2c3c([nH]c2c1)[C@]1(CCc2ccccc2)[C@@H](C(=O)N2CCCCC2)C[C@H](CC(=O)NCc2ccco2)C(=O)N1CC3
  i	-1.5
COc1cc(O)c(C=Nc2ccccc2NS(=O)(=O)c2ccc(C)cc2)c(OC)c1
  i	-1.9
CCc1ccc(NC(=O)COC(=O)Cn2cnc3ccccc32)cc1
  i	-7.5
Cc1cccc(C)c1NC(=O)CN1CCN(C(=O)CN2C(=O)NC3(CCCCC3C)C2=O)CC1 (stereo not given)
  i	-0.7
O=C(CN1CCN(S(=O)(=O)c2ccc(F)c(Cl)c2)CC1)N1CCc2ccccc2C1
  i	-1.8
O=C1C(CN2CCCC2)CCCC1CN1CCCC1 (stereo not given)
  i	1.8
O=C(Cc1ccc(NC(=O)C2CCN(C(=O)CCc3ccccc3)CC2)cc1)Nc1ccc(C(=O)N2CCOCC2)cc1
  i	5.9
Cc1ccc(C(=O)NC(CCc2ccccc2)C(=O)O)cc1 (stereo not given)
  i	-1.4
C[C@H](O)[C@@H]1C(=O)N2CCc3ccc(N4CCN(C)CC4)cc3[C@@H]2C[C@@H]1N(C)C(=O)NC1CCCCC1
  i	-4.1
CCOC(=O)c1sc(NC(=O)C(CC)Sc2nnc3c4ccccc4n(C(C)C)c3n2)nc1C (stereo not given)
  -10.9*	6.2
COC(=O)[C@]1(Cc2ccccc2)N[C@H](c2ccc(-c3cccc(Cl)c3)c(OC)c2)[C@@H]2C(=O)N(C)C(=O)[C@@H]21
  i	-7.4
O=C(NCCN1CCN(c2ccccc2)CC1)C1CCN(S(=O)(=O)N2CCOCC2)CC1
  i	-10.4
COc1cc(CCc2ccccc2)c(C(=O)O)c(O)c1CC=C(C)C
  i	-6.0
O=C(c1ccccc1)C1(c2ccccc2)OC1c1ccccc1 (stereo not given)
  i	-1.2
CCOC(=O)c1ccc2[nH]c(C)c(CN3CCN(C)CC3)c(=O)c2c1
  i	-0.7
O=C(COC(=O)c1c2c(nc3ccccc13)/C(=C\c1ccco1)CC2)NC1CCCC1
  -9.39*	7.1
NC1=NN(c2c(Cl)cc(Cl)cc2Cl)C(=O)C1
  i	-4.3
CCC(C)c1c(NS(=O)(=O)c2ccc(C)cc2)o[nH]c1=O (stereo not given)
  i	-3.2
OC(COc1ccccc1)CN(Cc1ccccc1)CC(O)COc1ccccc1 (stereo not given)
  i	1.0
Cc1cccc(C(=O)Nc2ccn(C)n2)c1
  i	-3.9
O=C1C[C@@H]2c3c(cccc3CN1Cc1ccccc1F)C[C@@H](O)[C@H]2O
  i	-31.8
CN(Cc1ccc(Cl)cc1)C(=O)c1ccccc1SCC(=O)N1CCCC1
  i	9.9
O=C(CCNS(=O)(=O)c1ccccc1C(F)(F)F)NCCCc1ccccc1
  i	-1.1
Cn1/c(=N/N=C/c2ccccn2)sc2ccccc21
  i	-0.3
Cc1cc(NC(=O)C(C)SCC(=O)NCc2ccc(F)cc2)no1 (stereo not given)
  i	0.3
CC(C)Cn1cnc2c(SCc3ccccc3Cl)nc(N)nc21
  i	-0.7
CC1(c2ccccc2)NC(=O)N(CC(=O)N2CCN(S(=O)(=O)c3cccc(C(F)(F)F)c3)CC2)C1=O (stereo not given)
  i	7.4
CC(c1ccccc1)C(OC(=O)c1cccc([N+](=O)[O-])c1C(=O)O)c1ccccc1 (stereo not given)
  i	5.1
C[C@@H]1CN([C@H](C)CO)C(=O)Cc2cc(NS(=O)(=O)c3cn(C)cn3)ccc2O[C@H]1CN(C)S(=O)(=O)c1ccc(Cl)cc1
  i	3.3
CC(C)NC(=O)CSc1ccccc1C(=O)N1CCN(S(=O)(=O)Cc2ccccc2)CC1
  i	-0.8
CC(C)OC(=O)c1ccc(NCc2cc(O)ccc2O)cc1
  i	1.4
CCN(CC(=O)NC1CCS(=O)(=O)C1)S(=O)(=O)c1ccc(Cl)c(C(F)(F)F)c1 (stereo not given)
  i	-4.5

# 4 compounds already listed, arranged by the value under DYRK1A inh, highest first:
# Screens in order – KCNK3 inh	DYRK1A inh
O=C(COC(=O)c1c2c(nc3ccccc13)/C(=C\c1ccco1)CC2)NC1CCCC1
  -9.39*	7.1
CC(C)OC(=O)c1ccc(NCc2cc(O)ccc2O)cc1
  i	1.4
OC(COc1ccccc1)CN(Cc1ccccc1)CC(O)COc1ccccc1 (stereo not given)
  i	1.0
COc1cc(CCc2ccccc2)c(C(=O)O)c(O)c1CC=C(C)C
  i	-6.0
